High-throughput results from PubChem.
PLAP activator: activators of human placental alkaline phosphatase | P05187 | AID 696 | 96,000 tested, 1.2% active | activation fold at 20 µM | purified PLAP enzyme, luminescent substrate read-out; stronger effect = higher value; in the data active = activation fold above about 2
Rev-RRE block: disrupts HIV-1 Rev binding to RRE RNA; Rev peptide-RRE RNA binding, FRET; inhibition, % at 8 µM; 97,000 tested, 0.79% active; AID 704;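 active = inhibition above the screen-wide mean plus 3 SD, cut at about 35% in these data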;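 note: 0% = median DMSO wells and 100% = median Neomycin B control wells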
Target sequence (P05866 whole entry, looked up): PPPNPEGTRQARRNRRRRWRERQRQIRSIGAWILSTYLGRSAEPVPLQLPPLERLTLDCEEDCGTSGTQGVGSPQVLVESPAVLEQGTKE
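Material: labelled RRE RNA duplex and labelled Rev peptide / Buffer or medium: HEPES pH 7.5 salt buffer with EDTA / Compound dosing: single point, 8 µM final nominal compound concentration / Benchmarks: DMSO low control, neomycin B high control / Timing: 5 min preincubation and 15 min binding, 25 °C / Technique: FRET fluorescence readout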
EphB4 ephrin blk: antagonists of human EphB4-ephrin-B2 interaction | EphB4 LBD / TNYL-RAW-Alexa532 peptide, fluorescence polarization | inhibition, % at 7 µM | 97,000 tested, 0.15% active;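 active = inhibition above the screen-wide mean inhibition plus 3 SD, cut at about 15% in these data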;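 note: 0% = DMSO wells and 100% = excess unlabeled TNYL-RAW peptide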
Target sequence (P54760 whole entry, looked up, the tested form may be a part): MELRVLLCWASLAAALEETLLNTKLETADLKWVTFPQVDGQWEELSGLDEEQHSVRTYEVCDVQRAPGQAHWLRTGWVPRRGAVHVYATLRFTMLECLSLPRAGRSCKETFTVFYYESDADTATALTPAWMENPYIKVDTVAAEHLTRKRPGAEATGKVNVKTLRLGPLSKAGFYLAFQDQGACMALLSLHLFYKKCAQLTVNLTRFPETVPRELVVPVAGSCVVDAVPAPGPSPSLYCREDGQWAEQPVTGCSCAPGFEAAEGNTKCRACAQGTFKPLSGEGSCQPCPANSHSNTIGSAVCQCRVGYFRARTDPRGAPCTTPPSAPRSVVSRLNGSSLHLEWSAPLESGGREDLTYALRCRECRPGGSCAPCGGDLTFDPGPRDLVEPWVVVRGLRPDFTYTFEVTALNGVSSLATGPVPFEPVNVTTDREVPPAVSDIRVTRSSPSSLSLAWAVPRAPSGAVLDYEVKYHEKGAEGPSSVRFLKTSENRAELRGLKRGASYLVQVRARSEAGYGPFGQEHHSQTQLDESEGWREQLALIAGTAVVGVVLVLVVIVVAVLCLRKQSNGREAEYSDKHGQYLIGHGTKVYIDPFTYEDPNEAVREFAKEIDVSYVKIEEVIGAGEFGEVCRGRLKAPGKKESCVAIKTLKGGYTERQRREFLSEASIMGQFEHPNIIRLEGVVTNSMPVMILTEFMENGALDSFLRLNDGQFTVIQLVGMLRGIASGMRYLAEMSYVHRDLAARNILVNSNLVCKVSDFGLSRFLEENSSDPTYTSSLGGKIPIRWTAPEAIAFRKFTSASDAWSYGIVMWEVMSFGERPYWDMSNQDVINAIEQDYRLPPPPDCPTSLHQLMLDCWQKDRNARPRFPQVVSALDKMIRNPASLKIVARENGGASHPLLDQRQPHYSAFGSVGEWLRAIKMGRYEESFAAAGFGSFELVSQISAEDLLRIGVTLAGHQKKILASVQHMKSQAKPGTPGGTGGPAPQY
CYP2C9 act: activators of human CYP2C9; P11712; recombinant CYP2C9, luciferin-H conversion, luminescence; stronger effect = higher value; factor 1 = untreated enzyme, 0 = blocked; activation factor at 5 µM; 96,000 tested, 1.4% active;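 active = activation factor of 2 or more for CYP2C9 at a 5 µM dose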;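 note: 0 = sulfaphenazole-blocked wells and 1 = vehicle-only wells; values of inactives mirror those of a sister screen read the other way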
PLK1 inh: blocks human PLK1 kinase activity; P53350; recombinant PLK1 kinase, TR-FRET peptide phosphorylation; inhibition, % at 10 µM; 97,000 tested, 0.53% active; AID 619;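 active = inhibition of 50% or more in the single-concentration screen; inactive = inhibition below 50%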;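 note: 0% = DMSO max control and 100% = H-89 dihydrochloride min control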
Plk1 PBD FP: Plk1 (human) PBD binding inhibition; P53350; Plk1 PBD phosphopeptide binding, fluorescence polarization; inhibition, %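 (tested at about 20 µM)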; 97,000 tested, 0.13% active; AID 693; in the data active = inhibition above about 34%, passing the limit was not always enough
CYP2C19 inh: inhibitors of human CYP2C19. 96,000 tested, 21% active. P33261. AID 778. inhibition, % at 5 µM. CYP2C19 Supersomes, luciferin-H EGE luminescence, 30 min;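 active = CYP2C19 inhibition above a set limit at 5 µM in the primary screen, cut at about 50% in these data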;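 note: plate controls were negative control wells for no effect and 2.5 mM tranylcypromine positive control for full effect; values of inactives mirror those of a sister screen read the other way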
CYP2C19 act: activators of human cytochrome P450 2C19. P33261. activation factor at 5 µM. 96,000 tested, under 10 active. recombinant CYP2C19, luciferin-H EGE luminescence; stronger effect = higher value; 0 = fully inhibited enzyme, 1 = untreated enzyme;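 active = activation factor of at least 2 at 5 µM in the primary screen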;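 note: 0 = wells with 2.5 mM tranylcypromine and 1 = vehicle-only wells; values of inactives mirror those of a sister screen read the other way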
CYP2C9 inhib: human CYP2C9 inhibition; P11712; CYP2C9 Supersomes, luciferin-H conversion, luminescence; inhibition, % at 5 µM; 96,000 tested, 20% active; AID 777;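 active = blocking of liver enzyme CYP2C9 beyond about 50% at 5 µM, limit read from the data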; note: values of inactives mirror those of a sister screen read the other way
Numbers without * were called inactive; · = no result given. These rows are one share of the data. The share of hits here may be higher or lower than overall.

SMILES	PLAP activator	Rev-RRE block	EphB4 ephrin blk	CYP2C9 act	PLK1 inh	Plk1 PBD FP	CYP2C19 inh	CYP2C19 act	CYP2C9 inhib
O=C(CSc1ccccc1)N1CCC2(CC1)OCCO2	1	-1	-3	0.8	-10	14	98*	0	23
Cc1ccc2c(c1)C1CN(C)CCC1N2S(=O)(=O)c1ccccc1 (stereo not drawn)	1.6	-3	-7	1	-9	26	21	0.8	-1
CCCN1C2CCCC1CC(NC(C)=O)C2 (stereo not drawn)	0.9	5	-4	1.3	-2	-42	-7	1.1	-30
Cn1nc(N)c2c1N=P(N1CCOCC1)(N1CCOCC1)N=C2c1ccccc1	1.2	3	-12	1	-14	18	6	0.9	2
CCCC(=O)Nc1ccc(N2CCN(CC)CC2)c(Cl)c1	1.2	4	-4	0.8	-16	-4	6	0.9	24
COc1cccc(-c2nc(CS(=O)CC(=O)N3CCC4(CC3)OCCO4)c(C)o2)c1 (stereo not drawn)	1.3	5	2	1	-2	-1	-4	1	3
COc1cccc(CN2CCCCC2c2cccnc2)c1 (stereo not drawn)	1	4	2	0.8	-15	-3	38	0.6	18
Cc1c(/C=C2/CC3C4CC=C5CC(O)CCC5(C)C4CCC3(C)C2=O)cnn1C (stereo not drawn)	·	-2	0	·	-4	-2	·	·	·
CCOC(=O)c1c(-n2c(C)cc(/C=C3\C(=O)NC(=O)N(C)C3=O)c2C)sc2c1CCCC2	1.1	13	-9	0.3	2	0	43	0.6	71*
CCOC(=O)c1c(C)n(Cc2ccco2)c2ccc(O)cc12	1.1	8	-4	0.7	-12	-8	56*	0.4	28
COc1ccc(C2SCC(=O)Nc3c2c(=O)[nH]n3C2CCCCCC2)cc1 (stereo not drawn)	1.1	7	-2	1.1	-6	-24	-4	1	-6
CCC(C)N1C(=O)NC(=O)C2(Cc3c(ccc4ccccc34)N(C)C2)C1=O (stereo not drawn)	1.1	1	-5	0.7	-2	2	41	0.6	28

Profiles as entered above:
CCCN1C2CCCC1CC(NC(C)=O)C2 (stereo not drawn) is listed as PLAP activator: 0.9; Rev-RRE block: 5; EphB4 ephrin blk: -4; CYP2C9 act: 1.3; PLK1 inh: -2; Plk1 PBD FP: -42; CYP2C19 inh: -7; CYP2C19 act: 1.1; CYP2C9 inhib: -30
O=C(CSc1ccccc1)N1CCC2(CC1)OCCO2 is listed as PLAP activator: 1; Rev-RRE block: -1; EphB4 ephrin blk: -3; CYP2C9 act: 0.8; PLK1 inh: -10; Plk1 PBD FP: 14; CYP2C19 inh: 98*; CYP2C19 act: 0; CYP2C9 inhib: 23

The listing continues:
SMILES	PLAP activator	Rev-RRE block	EphB4 ephrin blk	CYP2C9 act	PLK1 inh	Plk1 PBD FP	CYP2C19 inh	CYP2C19 act	CYP2C9 inhib
CC(C)=CCC12CN3CCN(CC(C3)C1=O)C2	1.1	4	-8	1	-13	-6	0	1	-2
CCC(=Nc1ccccc1NC(C)=O)c1c(O)n(C)c(=O)n(C)c1=O	1	-1	-5	0.7	-14	-16	15	0.8	34
CC(=NCCN1CCCCC1)c1c(O)[nH]c(=O)[nH]c1=O	0.9	8	4	0.9	6	-13	22	0.8	9
O=C1NC(=S)NC(=O)C12C(c1ccc(F)cc1)NC(=S)NC2c1ccc(F)cc1 (stereo not drawn)	1	-2	3	1.1	0	24	-21	1.2	-13
CN1CCN(c2ccc(N)c(N3CCN(C)CC3)c2)CC1	1.6	8	5	1.2	-22	-10	6	0.9	-15
CCN(CC)CCN=Cc1c(O)n(C2CCCCCC2)c(=O)[nH]c1=O	1.4	4	-4	0.8	-9	-1	21	0.8	16
CN(C)c1ccc(NC(=O)CN2C(=O)CN=C(c3ccccc3)c3cc(Cl)ccc32)cc1	1.5	6	11	0.3	-2	-1	96*	0	65*
CCCc1[nH]nc2c1C1(C(=O)N(Cc3ccccc3)c3ccccc31)C(C(=O)OC)=C(N)O2 (stereo not drawn)	1.9	2	-2	0.6	-4	38	11	0.9	39
CC(=O)OC1N=C(c2ccc(Cl)cc2)c2cc(Br)ccc2NC1=O (stereo not drawn)	1.4	2	4	1.1	2	-4	27	0.7	-8
COc1ccccc1N1CCN(Cc2ccc(Cl)cc2Cl)CC1	1	13	4	0.8	-12	-2	56*	0.4	23
Cn1c(O)c(C=NCc2cccs2)c(=O)n(C)c1=O	0.9	4	-8	1.1	-4	12	20	0.8	-13
CC(O)(CS(=O)(=O)c1cccc(C(F)(F)F)c1)C(=O)Nc1cccc(C(F)(F)F)c1 (stereo not drawn)	1.1	23	1	1.9	-7	-28	51*	0.5	-90
Cn1c(=O)n(CC(=O)N2CCC3(CC2)OCCO3)c(=O)c2ccccc21	1.1	·	·	1.1	·	·	34	0.7	-6
CCOC(=O)C1=C(C)OC(N)=C(C#N)C12C(=O)N(C)c1ccccc12 (stereo not drawn)	1.3	6	11	1.3	-4	-20	-11	1.1	-26
CC1=NN(c2ccccc2)C(=O)C1/C=C1\C(=O)NC(=O)N(c2cc(C)cc(C)c2)C1=O (stereo not drawn)	·	1	0	·	-11	10	·	·	·
Cc1ccc(OCC(=O)NCCN2CCN(C(=O)COc3ccc(C)cc3)CC2)cc1	1.5	1	-7	0.6	-4	5	37	0.6	38
CCC(COC(=O)NC)NC(=O)Oc1cccc(C)c1 (stereo not drawn)	1.2	6	0	1.1	-9	31	18	0.8	-7
Cc1cccn2c(=O)c3cc(C(=O)N4CCC5(CC4)OCCO5)n(C)c3nc12	1.4	2	3	1	-6	-18	6	0.9	3
Cn1cccc1CNCCc1ccccc1F	0.9	4	-10	1	-13	20	34	0.7	-1
FC(F)(F)c1ccc2c(c1)N(CCCN1CCN(CCCl)CC1)c1ccccc1S2	1.9	10	-9	1.1	-2	11	50*	0.5	-6
COc1ccc(-c2cc(C(F)(F)F)n3nc(C(=O)N4CCC5(CC4)OCCO5)cc3n2)cc1OC	1.2	-3	-7	0.9	-10	-8	13	0.9	11
CC1(C)CC(=O)C=C(NCCN2CCN(C(=O)Cc3ccc(Cl)cc3)CC2)C1	1.5	-2	2	0.8	-19	-7	28	0.7	21
Cc1cc(C)cc(N2C(=O)NC(=O)/C(=C\c3cccn3-c3ccc(Cl)cc3)C2=O)c1	1.2	18	2	0.9	-6	-34	-2	1	9
C=CCn1c(O)c(C(C)=Nc2ccc(N(C)C)cc2)c(=O)[nH]c1=O	0.7	0	-13	0.9	-15	22	19	0.8	10
CCOC(=O)c1ccc(NC(=O)C2C3C=CC(O3)C2C(=O)O)cc1 (stereo not drawn)	1.1	7	14	0.9	-9	-13	14	0.9	12
Cn1c2ccccc2c2c(C(=O)N3CCC4(CC3)OCCO4)cn(C3CCCC3)c(=O)c21	1.4	5	-2	0.3	-28	-13	28	0.7	72*
Cc1ccc2nc3c(cc2c1)CC1(C(=O)N(C)C(=O)N(C)C1=O)C1CCCCN31 (stereo not drawn)	1.9	17	13	0.5	-1	11	64*	0.4	50*
CC12CN3CC(C)(CN(C1)C31CCOCC1)C2=O	·	1	3	·	-3	28	·	·	·
C=CCOc1ccc(CC2C(=O)N(C)C(=O)N(C)C2=O)cc1	1.5	8	-3	0.8	-8	-19	32	0.7	22
COc1ccccc1N(CC(=O)NC1CCCCC1)C(=O)c1cnn(C(C)C)c1	·	0	-4	·	-13	6	·	·	·
CNC(C(=O)c1ccccc1)C(OC)c1ccccc1 (stereo not drawn)	1	4	1	0.7	-5	-7	39	0.6	31
CC(=O)NC(C)Cc1ccccc1 (stereo not drawn)	1	-6	-8	0.8	-1	16	11	0.9	18
CC(C)OC12Oc3ccccc3C=C1N1CCC2CC1 (stereo not drawn)	1.4	7	9	1.1	-3	-28	31	0.7	-10
CCCCn1c(O)c(C(CC)=NCCc2ccccc2)c(=O)[nH]c1=O	1.1	9	-6	0.2	-9	20	46	0.5	78*
COc1ccccc1-n1c(O)c(C=NC2CC2)c(=O)[nH]c1=O	0.9	13	2	1	-16	-9	42	0.6	-4
O=C(COc1ccc2ccccc2c1)N1CCN(C2CCN(Cc3ccccc3)CC2)CC1	1.4	6	-3	1.7	0	10	22	0.8	-72
CC(=O)c1c(C)n(CC2CCCO2)c2ccc(O)cc12 (stereo not drawn)	0.9	4	-9	0.9	-1	-1	1	1	7
CCOC(=O)N(C)c1ccc(C(O)(C(=O)OC)C(F)(F)F)cc1 (stereo not drawn)	·	-1	9	·	-18	-5	·	·	·
Cn1c(O)c(C=NC2C(=O)C3(C)CCC2C3(C)C)c(=O)n(C)c1=O (stereo not drawn)	1.5	0	-6	0.7	6	-13	18	0.8	30
CCCCn1c(O)c(C(C)=NCC2CCCO2)c(=O)[nH]c1=O (stereo not drawn)	0.9	13	8	0.8	-9	1	20	0.8	23
Cc1ccc(C(=O)C2CN3CCC2CC3)cc1 (stereo not drawn)	0.8	8	-3	0.9	-10	10	12	0.9	6
FC(F)(F)c1ccc2c(c1)nnn2C1CCN(Cc2nnnn2Cc2ccccc2)CC1	0.9	·	·	0.1	·	·	48	0.5	93*
Cc1ccc2c(c1)CNc1ccccc1O2	0.8	3	0	0.8	-3	26	71*	0.3	25

Entries above that contain a halogen, in the order listed:
SMILES	PLAP activator	Rev-RRE block	EphB4 ephrin blk	CYP2C9 act	PLK1 inh	Plk1 PBD FP	CYP2C19 inh	CYP2C19 act	CYP2C9 inhib
CCCC(=O)Nc1ccc(N2CCN(CC)CC2)c(Cl)c1	1.2	4	-4	0.8	-16	-4	6	0.9	24
O=C1NC(=S)NC(=O)C12C(c1ccc(F)cc1)NC(=S)NC2c1ccc(F)cc1 (stereo not drawn)	1	-2	3	1.1	0	24	-21	1.2	-13
CN(C)c1ccc(NC(=O)CN2C(=O)CN=C(c3ccccc3)c3cc(Cl)ccc32)cc1	1.5	6	11	0.3	-2	-1	96*	0	65*
CC(=O)OC1N=C(c2ccc(Cl)cc2)c2cc(Br)ccc2NC1=O (stereo not drawn)	1.4	2	4	1.1	2	-4	27	0.7	-8
COc1ccccc1N1CCN(Cc2ccc(Cl)cc2Cl)CC1	1	13	4	0.8	-12	-2	56*	0.4	23
CC(O)(CS(=O)(=O)c1cccc(C(F)(F)F)c1)C(=O)Nc1cccc(C(F)(F)F)c1 (stereo not drawn)	1.1	23	1	1.9	-7	-28	51*	0.5	-90
Cn1cccc1CNCCc1ccccc1F	0.9	4	-10	1	-13	20	34	0.7	-1
FC(F)(F)c1ccc2c(c1)N(CCCN1CCN(CCCl)CC1)c1ccccc1S2	1.9	10	-9	1.1	-2	11	50*	0.5	-6
COc1ccc(-c2cc(C(F)(F)F)n3nc(C(=O)N4CCC5(CC4)OCCO5)cc3n2)cc1OC	1.2	-3	-7	0.9	-10	-8	13	0.9	11
CC1(C)CC(=O)C=C(NCCN2CCN(C(=O)Cc3ccc(Cl)cc3)CC2)C1	1.5	-2	2	0.8	-19	-7	28	0.7	21
Cc1cc(C)cc(N2C(=O)NC(=O)/C(=C\c3cccn3-c3ccc(Cl)cc3)C2=O)c1	1.2	18	2	0.9	-6	-34	-2	1	9
CCOC(=O)N(C)c1ccc(C(O)(C(=O)OC)C(F)(F)F)cc1 (stereo not drawn)	·	-1	9	·	-18	-5	·	·	·
FC(F)(F)c1ccc2c(c1)nnn2C1CCN(Cc2nnnn2Cc2ccccc2)CC1	0.9	·	·	0.1	·	·	48	0.5	93*
